Rpn11 block – blocks the human proteasome subunit Rpn11 | O00487 | human 26S proteasome, Ub4-pepOG fluorescence polarization; 20S core pre-blocked with epoxomicin | calls only at 20 µM | 360,000 tested, 0.59% active;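 active means inhibition at 20 µM, scaled to each plate's controls, above about 33%, limit read from the data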
Scp1 inh – Scp-1 (human) phosphatase inhibition; 340,000 tested, 0.88% active; AID 493091; inhibition, % at 20 µM; Recombinant Scp1, phosphopeptide, malachite green phosphate absorbance;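 active means inhibition above about 50% at 20 µM, limit read from the data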;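 further: plate controls were DMSO wells with enzyme for no effect and wells lacking enzyme for full effect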
Target sequence (Q9GZU7 76-261 limits assumed): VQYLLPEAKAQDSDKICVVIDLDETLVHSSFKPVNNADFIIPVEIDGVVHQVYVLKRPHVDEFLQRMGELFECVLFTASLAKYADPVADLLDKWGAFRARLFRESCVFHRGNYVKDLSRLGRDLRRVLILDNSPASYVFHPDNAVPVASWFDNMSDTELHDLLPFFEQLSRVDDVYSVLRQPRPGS
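Material – SCP-1 phosphatase catalytic domain, residues 76-261 · Buffer or medium – Acidic Tris acetate buffer with magnesium and detergent · Also added – Phospho 17-mer peptide substrate · Compound – single 20 µM dose, 1% DMSO · Times – 45 min room-temperature reaction, 5 min colour, 30 min stabiliser · Technique – Phosphate-binding colour reagent, absorbance read at 630 nm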
SUMO1-SIM PPI – alters human SUMO1 binding to SIM partners | P63165 | SUMO1 binding to a labelled peptide, TR-FRET, 1 h | inhibition, % at 20 µM | 360,000 tested, 0.33% active | AID 602429; in the data active means inhibition above about 37%
Target sequence (P63165 whole entry, looked up): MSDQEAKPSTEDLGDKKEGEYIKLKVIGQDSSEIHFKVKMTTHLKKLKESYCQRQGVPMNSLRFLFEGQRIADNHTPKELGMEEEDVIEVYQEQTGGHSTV
MT1-MMP act inh – blocks activation of human MT1-MMP; P50281; HT1080 RFP-PRO-GFP cells, GFP/RFP ratio fluorescence, overnight; percent of plate control window, DMSO zero; GFP/RFP ratio change, % at 20 µM; 360,000 tested, 0.061% active; AID 651647;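 active means GFP/RFP ratio change of at least 30% with cell ATP level not reduced by more than half and red fluorescence within 50% of control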; further: strong numbers were not always called active
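Assay system – RFP-PRO-GFP reporter HT1080 cells · Compound dosing – single dose of 20 µM compound, 1% DMSO final · Incubation – overnight compound exposure at 37 °C · Measure – GFP/RFP fluorescence ratio · Benchmarks – DMSO wells and RFP-L50D-GFP cells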
NadD block – inhibitors of Staphylococcus aureus NadD; purified NadD enzyme, colorimetric absorbance read-out; inhibition, % at 20 µM; 360,000 tested, 0.78% active; in the data active means inhibition above about 26%; further: some compounds past the cut are filed as inactive
SKN-1 inh – C. elegans SKN-1 inhibition. 360,000 tested, 0.49% active. AID 624304. C. elegans VP596 Pgst-4::GFP/RFP ratio, acrylamide-induced, 24 h. inhibition, % at 21.8 µM;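 active means interference check ratio from 0.5 to 1.5 plus GFP to RFP signal ratio inhibition reaching or exceeding a fixed threshold, cut at about 30% in these data, passing the limit was not always enough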; further: some compounds called inactive have numbers as strong as hits
LMPTP block – LMPTP (human) inhibition. AID 651560. recombinant LMPTP-A, OMFP fluorogenic substrate, fluorescence intensity. 360,000 tested, 0.22% active. P24666. inhibition, % at 20 µM;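 active means compounds that cut the enzyme signal by at least half of the control window in the single-dose screen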;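 further: plate controls were DMSO wells with enzyme plus substrate for no effect and substrate without enzyme for full effect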
Target sequence (P24666 whole entry, looked up): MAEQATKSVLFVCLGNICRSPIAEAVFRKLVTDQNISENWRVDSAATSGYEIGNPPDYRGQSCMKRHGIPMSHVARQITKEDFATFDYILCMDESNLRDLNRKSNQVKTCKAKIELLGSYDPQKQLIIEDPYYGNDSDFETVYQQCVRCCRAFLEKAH
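test system = LMPTP-A | amount = 0.625 nM LMPTP-A final | reagent = fluorogenic phosphatase substrate OMFP at 400 µM final | incubation = 50 min at room temperature | benchmarks = no-enzyme low control, uninhibited high control | medium = Bis-Tris pH 6.0, DTT, detergent | signal = fluorescence intensity of OMFP turnover product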
NRP1-CendR mod – modulators of CendR peptide binding to human neuropilin-1; O14786; FAM-RPARPAR peptide binding to NRP-1, fluorescence polarization; inhibition, % at 25 µM; 360,000 tested, 0.85% active; AID 602438;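 active means inhibition or corrected inhibition above about 18%, plus a signal ratio from 0.5 to 1.5, limit read from the data, passing the limit was not always enough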; further: strong numbers were not always called active
DNMT1 block – blocks human DNA methyltransferase DNMT1; 360,000 tested, 0.83% active; DNMT1 molecular beacon, Hinp1I cleavage, fluorescence; P26358; inhibition (reported as % activation of signal), % at 10 µM; in the data active means inhibition above about 50%
STEP block – inhibitors of human striatal-enriched phosphatase STEP; recombinant STEP, OMFP fluorogenic substrate, fluorescence; 360,000 tested, 0.25% active; P54829; inhibition, % at 20 µM;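 active means inhibition at 20 µM, scaled per plate between control wells, above about 37%, limit read from the data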;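 further: 0% = DMSO with enzyme and substrate and 100% = substrate only without enzyme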
Target sequence (P54829 whole entry, looked up): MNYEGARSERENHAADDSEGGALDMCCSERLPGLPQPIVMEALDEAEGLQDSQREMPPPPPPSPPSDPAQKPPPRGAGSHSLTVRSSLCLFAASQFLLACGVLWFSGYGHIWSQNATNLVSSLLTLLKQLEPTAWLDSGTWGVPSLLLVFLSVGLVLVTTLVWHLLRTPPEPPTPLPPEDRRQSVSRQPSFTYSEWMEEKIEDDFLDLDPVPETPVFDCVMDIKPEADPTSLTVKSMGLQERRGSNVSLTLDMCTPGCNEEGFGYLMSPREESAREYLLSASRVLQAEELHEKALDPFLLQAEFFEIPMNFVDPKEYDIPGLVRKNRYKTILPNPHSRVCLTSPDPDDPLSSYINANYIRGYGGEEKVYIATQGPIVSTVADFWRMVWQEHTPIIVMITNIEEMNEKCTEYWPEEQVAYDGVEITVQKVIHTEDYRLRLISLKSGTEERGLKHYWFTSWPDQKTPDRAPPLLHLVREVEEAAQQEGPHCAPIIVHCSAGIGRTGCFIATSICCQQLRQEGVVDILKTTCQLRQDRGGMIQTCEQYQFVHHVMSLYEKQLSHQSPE
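Test system: STEP tyrosine phosphatase / Reagent: OMFP at 25 µM / Doses: 20 µM, 1% DMSO / Read-out: percent inhibition scaled to no-enzyme and uninhibited-enzyme controls, plate-pattern corrected / Detection: FITC-channel fluorescence of OMFP product / Medium: Bis-Tris buffer pH 6.0, 2.5 mM DTT, 0.005% Tween 20 / Schedule: 20 min at room temperature, dark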
* hit, by the source's call; i = inactive; nt = no result given; + = active, no number.

Rpn11 block | Scp1 inh | SUMO1-SIM PPI | MT1-MMP act inh | NadD block | SKN-1 inh | LMPTP block | NRP1-CendR mod | DNMT1 block | STEP block | Molecule
i | 0 | -12 | -2 | 1 | -13 | -1.9 | 12 | 4 | -3 | O=C1c2ccccc2C(=O)N1c1ccccc1S(=O)C(F)(F)F (stereo not drawn)
i | -9 | -3 | -5 | 11 | 5 | 0.9 | -6 | 4 | 2 | C[C@]12C(=O)N(c3ccc(Br)cc3)C(=O)N1[C@@H]1c3ccccc3OC[C@@H]1[C@H]2c1ccccc1
i | -15 | 8 | -3 | 1 | 8 | 3.0 | 11 | 5 | -1 | O=S(=O)(N/N=C1/CC(c2ccccc2)Oc2ccccc21)c1ccccc1 (stereo not drawn)
i | -7 | -5 | -2 | -1 | 31 | -0.2 | 4 | -2 | 0 | Cc1ccccc1CN1CCN(C(=O)c2cccc(F)c2)CC1
i | -10 | -1 | -1 | -10 | 11 | 0.1 | -13 | -6 | 1 | COc1ccccc1C(C)NCC(=O)Nc1ccccc1C(F)(F)F (stereo not drawn)
i | nt | -9 | 0 | -6 | 3 | -2.3 | 12 | -3 | -2 | CC1(Cc2cc(Cl)ccc2C(F)(F)F)C(=O)Nc2cc(-c3ccccc3Cl)ccc21 (stereo not drawn)
i | -2 | -30 | -1 | 2 | -3 | -0.9 | 5 | 0 | 1 | Cc1ccc(CNS(=O)(=O)c2cc(F)ccc2CN2C(=O)c3cccnc3C2=O)o1
i | 1 | 1 | -2 | -3 | -13 | -0.7 | -2 | 7 | -6 | CC(=O)Cc1nsc(NC(=O)c2ccc(COc3ccc(C)cc3)o2)n1
i | -15 | -2 | -4 | -1 | 5 | -2.2 | -1 | 1 | 2 | CCn1ccnc1CNC(=O)CC1C(=O)NCCN1CCCc1ccccc1 (stereo not drawn)
i | -1 | -8 | 3 | 0 | -6 | 1.0 | -6 | 0 | -3 | O=S(=O)(c1cccc2cccc(Cl)c12)N1CCCC1
nt | -7 | -9 | -82 | 7 | 22 | 0.9 | -12 | -54 | -1 | CCCC1=[N+](CC(=O)c2ccc(Br)cc2)CCn2cccc21
i | -4 | -2 | 6 | -2 | 7 | 2.3 | -2 | 0 | 3 | CCOc1ccc(OCC)c(NC(=O)CSc2nc3ccccc3c(=O)n2C)c1
i | -6 | 2 | -3 | 3 | 9 | -0.7 | -2 | -1 | 0 | COc1ccccc1CN1Cc2cccc3c2[C@@H](CC1=O)[C@H](O)[C@H](O)C3
i | -3 | -9 | 8 | -8 | 0 | -0.5 | 2 | -1 | -1 | CCn1c(=O)c([N+](=O)[O-])c(NCCN(C)C)c2ccccc21
i | -2 | -3 | -4 | 1 | 2 | 0.8 | -9 | -4 | 2 | N#Cc1ncc(C(F)(F)F)cc1Sc1ccc(N)cc1
i | 0 | 0 | 2 | 0 | 6 | 0.1 | 5 | 0 | 1 | C=CCNC(=O)C(C)Sc1ccc(Cl)cc1 (stereo not drawn)
i | -3 | -3 | 3 | -3 | 0 | -2.6 | 8 | 4 | 0 | CC1CCCN(CCCNC(=O)C2CC(=O)N(CCc3ccccc3)C2)C1 (stereo not drawn)
i | -3 | -6 | 3 | -9 | 8 | -0.8 | -2 | 4 | -2 | Cc1cc(C)cc(OCC(O)CN2CCN(Cc3ccc4c(c3)OCO4)CC2)c1 (stereo not drawn)
i | -13 | 18 | 3 | -5 | -2 | 3.4 | 3 | 3 | 3 | COc1ccc(S(=O)(=O)NC2CCc3ccccc32)cc1OC (stereo not drawn)
i | -9 | -1 | 1 | 1 | 1 | -0.3 | 6 | 0 | 1 | Cn1c(=O)oc2cc(S(=O)(=O)NCCC(=O)N3CCN(c4ccccc4)CC3)ccc21
i | -18 | -5 | 0 | 4 | 18 | 1.4 | 14 | 44 | 5 | COc1ccc(C(NC(=O)c2cccnc2)c2cc(Cl)c3cccnc3c2O)cc1OC (stereo not drawn)
i | -1 | -4 | -9 | 3 | 21 | -0.9 | 19 | 8 | -1 | O=C(O)c1ccccc1C(=O)N1CCN(c2ccccc2)CC1
i | -3 | 1 | 3 | 6 | 1 | -0.7 | 14 | 1 | 0 | COc1cccc2c1nc(C)c1cc(C)oc12
i | -5 | -6 | -13 | 13 | 14 | 1.1 | -35 | -4 | 2 | CCC1=NN2C(=N)/C(=C\c3ccc(OCCOc4ccc(NC(C)=O)cc4)cc3)C(=O)N=C2S1
i | -1 | -23 | 1 | 5 | 12 | 1.1 | -4 | -3 | 6 | CCN(C(=O)COC(=O)c1cc(-c2ccc(C)o2)nc2ccccc12)C1CCS(=O)(=O)C1 (stereo not drawn)
i | -18 | 4 | -13 | -10 | -5 | 1.8 | 5 | -19 | -2 | Oc1ccc(-c2c(-c3ccsc3)sc3ccccc23)cc1
i | -10 | 0 | -8 | 3 | -8 | 2.8 | 1 | -1 | -1 | COc1ccc(C(=O)Nc2oc(-c3ccccc3)c(-c3ccccc3)c2C#N)cc1
i | -8 | -4 | 3 | -1 | -3 | -1.1 | 10 | 0 | -3 | COc1cc([N+](=O)[O-])ccc1NC(=O)CSc1n[nH]c(C(C)C)n1
i | -6 | -9 | -1 | 1 | -10 | 0.0 | -18 | 1 | 0 | COC(=O)CSCC(=O)Nc1cc2c(cc1C(C)=O)OCO2
i | -11 | 8 | 2 | 3 | -3 | -0.3 | -13 | 0 | 1 | Cc1ccc(S(=O)(=O)N2[C@@H](c3ccccc3)C(C(=O)O)=CC[C@H]2c2cccc(C)c2)cc1

Structures listed so far that have an aryl thioether with sulfur outside any ring, in the order listed:
Rpn11 block | Scp1 inh | SUMO1-SIM PPI | MT1-MMP act inh | NadD block | SKN-1 inh | LMPTP block | NRP1-CendR mod | DNMT1 block | STEP block | Molecule
i | -4 | -2 | 6 | -2 | 7 | 2.3 | -2 | 0 | 3 | CCOc1ccc(OCC)c(NC(=O)CSc2nc3ccccc3c(=O)n2C)c1
i | -2 | -3 | -4 | 1 | 2 | 0.8 | -9 | -4 | 2 | N#Cc1ncc(C(F)(F)F)cc1Sc1ccc(N)cc1
i | 0 | 0 | 2 | 0 | 6 | 0.1 | 5 | 0 | 1 | C=CCNC(=O)C(C)Sc1ccc(Cl)cc1 (stereo not drawn)
i | -8 | -4 | 3 | -1 | -3 | -1.1 | 10 | 0 | -3 | COc1cc([N+](=O)[O-])ccc1NC(=O)CSc1n[nH]c(C(C)C)n1

Going on with the list.
Rpn11 block | Scp1 inh | SUMO1-SIM PPI | MT1-MMP act inh | NadD block | SKN-1 inh | LMPTP block | NRP1-CendR mod | DNMT1 block | STEP block | Molecule
i | -5 | -2 | -1 | -6 | 4 | -1.0 | 6 | -2 | -1 | c1ccc(-c2cnnn2-c2ccccc2)cc1
i | -4 | -5 | 4 | -9 | 13 | -0.4 | 0 | 1 | 7 | O=C(Nc1ccccc1)Nc1ccc(Cl)c(S(=O)(=O)N2CCOCC2)c1
i | -12 | 2 | -4 | -5 | 4 | -0.3 | 10 | -3 | 3 | CC(C)N(Cc1nc(-c2ccccc2)no1)C(=O)c1ccc(Cl)cc1
i | -6 | -2 | 3 | -9 | 5 | -1.2 | 19* | -1 | 1 | NS(=O)(=O)c1ccc(CCNC(=O)CNC(=O)c2ccc(Br)o2)cc1
i | 2 | 1 | -4 | 1 | 3 | -1.7 | -2 | -1 | -7 | Cc1cc(C)nc(SCc2csc(N)n2)n1
i | -8 | -5 | -1 | -2 | 8 | 0.1 | -3 | 0 | 0 | O=C(CN(Cc1ccccc1)S(=O)(=O)c1ccc(F)cc1)NCc1cccnc1
i | -10 | -33 | -53 | 4 | 33 | 2.1 | -101 | 6 | 0 | Cc1ccc2c(c1)C(=C(C#N)C#N)CCN2
i | -2 | 21 | 1 | -3 | 7 | -2.4 | -1 | 4 | -2 | C=CC[C@H](CC(=O)OC(C)(C)C)C(=O)OC[C@H]1CCCN1C(=O)[C@H](CC=C)CC(=O)NCCO
i | -11 | 0 | -3 | 3 | 5 | -0.8 | 2 | 1 | -1 | Cc1cc(C)c(S(=O)(=O)NCc2ccccn2)c(C)c1
i | -12 | 3 | -25 | -6 | -4 | -0.5 | 1 | -8 | -1 | Cc1ccccc1CSc1nc2n(n1)C(c1cccs1)C1=C(CCCC1=O)N2 (stereo not drawn)
i | -3 | -2 | 4 | -3 | 1 | -1.7 | 2 | 1 | -1 | CCc1c(O)c(-c2ccccc2)c(=O)n(-c2ccccn2)c1-c1ccccc1
i | 3 | -8 | 0 | -3 | -11 | -0.9 | -1 | 2 | -2 | O=C(CCCCCN1C(=O)c2ccccc2C1=O)Nc1ccc(F)cc1
i | 4 | -7 | -5 | -4 | -4 | 0.0 | -6 | -8 | 1 | NC(=O)C1=C[C@@H](c2csc3ccccc23)C[C@@H](OCc2ccc(CO)cc2)O1
i | 3 | -2 | 4 | 4 | 2 | 1.0 | 7 | 0 | 1 | CCOCCCNC(=O)c1cn(C)c2ccc(S(=O)(=O)N3CCCCC3)cc2c1=O
i | -5 | 5 | 5 | -4 | -16 | -1.6 | -5 | -1 | 0 | CCCN1CCN(CCCNC(=O)c2ccc3nc(N4CCC(C)CC4)sc3c2)CC1
nt | nt | 7 | 0 | nt | 12 | -1.6 | 1 | nt | nt | Cc1cccc(C)c1NC(=O)C(c1cccc(F)c1)N1CCN(C)CC1 (stereo not drawn)
i | -14 | 2 | 0 | 2 | -8 | 1.2 | -9 | 26 | -2 | N#C/C(=C/c1cn(-c2ccccc2)nc1-c1cccc(S(=O)(=O)N2CCOCC2)c1)C(=O)NCc1ccco1
i | -2 | -19 | -3 | -11 | -7 | -0.6 | -7 | -3 | -5 | O=C(c1ccc([N+](=O)[O-])cc1)N(c1ccccn1)c1ccccn1
i | -4 | 1 | -8 | -6 | -1 | 0.5 | 0 | -1 | 1 | COc1ccc2c(c1)CC(N1CCN(C)CC1)c1cc(OC)ccc1S2 (stereo not drawn)
+ | 77* | 50* | -9 | 11 | 57 | 42 | -260 | 99* | 14 | CCS(=O)(=O)C1=NN2C(=N)/C(=C\c3ccc(SCc4ccco4)o3)C(=O)N=C2S1
i | nt | -3 | 7 | -5 | 21 | -2.0 | -12 | -1 | 0 | CN(C)Cc1csc(NC(=O)Nc2ccccc2C(C)(C)C)n1
i | -2 | -1 | 0 | -4 | -2 | 1.0 | -6 | -2 | -3 | CCC(=O)Nc1cccc(-c2nc3ccccc3o2)c1
i | -1 | -4 | 5 | 10 | 2 | -2.8 | 11 | 1 | -2 | COc1cc(C2/C(=C(/O)c3ccc(F)cc3)C(=O)C(=O)N2CCCC(=O)O)ccc1O (stereo not drawn)
i | -7 | -2 | 2 | 2 | 5 | -8.2 | 18 | 0 | 4 | CN(Cc1ccccc1F)C(=O)CNC(=O)Cc1cccc2ccccc12
